HePTP inhibitor = inhibitors of human HePTP phosphatase; P35236; recombinant HePTP phosphatase activity, OD absorbance; inhibition, % at 20 µM; 110,000 tested, 0.64% active; AID 521; in the data active = inhibition above about 50%;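 note: plate controls were vehicle for no effect and reference inhibitor for full effect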
BAP1 inh = human BAP1 deubiquitinase inhibition | recombinant BAP1, Ub-AMC hydrolysis fluorescence kinetic; stronger effect = lower value | activity remaining (% of control), % at 20 µM | 72,000 tested, 0.48% active | AID 436;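 active = activity remaining at or below 50% of control, provided the compound also passes the data quality filters; inactive = the rest, including low values that fail the filters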;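 note: 100% = DMSO wells rate and 0% = substrate alone blank rate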
Target sequence (Q92560 whole entry, looked up): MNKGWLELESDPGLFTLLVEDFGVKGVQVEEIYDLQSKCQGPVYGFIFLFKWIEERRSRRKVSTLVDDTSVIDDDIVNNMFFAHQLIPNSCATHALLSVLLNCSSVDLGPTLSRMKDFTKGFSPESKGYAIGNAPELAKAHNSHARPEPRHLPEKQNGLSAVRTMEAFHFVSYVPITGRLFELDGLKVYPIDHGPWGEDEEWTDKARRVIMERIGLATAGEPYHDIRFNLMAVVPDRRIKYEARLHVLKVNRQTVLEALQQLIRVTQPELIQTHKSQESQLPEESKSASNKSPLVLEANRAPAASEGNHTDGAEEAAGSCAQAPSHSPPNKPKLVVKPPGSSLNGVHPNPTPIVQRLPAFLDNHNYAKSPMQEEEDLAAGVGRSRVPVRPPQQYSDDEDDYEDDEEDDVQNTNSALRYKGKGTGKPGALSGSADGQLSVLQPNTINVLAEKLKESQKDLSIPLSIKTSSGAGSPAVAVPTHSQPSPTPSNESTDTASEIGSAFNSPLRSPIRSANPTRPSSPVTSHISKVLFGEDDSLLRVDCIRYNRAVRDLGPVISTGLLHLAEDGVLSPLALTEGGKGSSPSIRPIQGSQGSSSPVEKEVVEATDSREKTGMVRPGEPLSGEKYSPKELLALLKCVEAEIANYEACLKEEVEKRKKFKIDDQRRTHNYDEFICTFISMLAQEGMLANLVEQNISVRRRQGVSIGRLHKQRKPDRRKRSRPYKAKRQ
* = called active by the depositor; . = no result given; & = joins results of further samples.

molecule	HePTP inhibitor	BAP1 inh
O=C(Cc1ccccc1)Nc1nnc(COc2ccccc2)s1	-12	.
CC1CCCCC1NC(=O)c1ccc(S(=O)(=O)NCc2ccco2)cc1 (configuration not stated)	6	101
C=CCc1cccc2cc(C(=O)N3CCN(C)CC3)c(=O)oc12	7	.
CC(=O)Nc1cc(C(=O)N2CCCC2)ccc1S(=O)(=O)c1ccc(C)cc1	4	84
C=C(C)Cn1c(N2CCCC2)nc2c1c(=O)[nH]c(=O)n2C	-14	92
CC1CC(C)CN(S(=O)(=O)c2ccc(C(=O)Nc3nc(-c4ccccc4)cs3)cc2)C1 (configuration not stated)	.	57
O=C(O)c1ccc(NC(=O)C2CC=CCC2C(=O)O)cc1 (configuration not stated)	6	92
O=C(O)CCCCCN1C(=O)C(=O)/C(=C(\O)c2ccc(Br)cc2)C1c1ccccc1 (configuration not stated)	10	.
CC(C)(C)C(=O)Nc1ccc(NC(=O)C(C)(C)C)c(Cl)c1	4	.
CC(=O)Nc1ccccc1NC(=O)c1ccc(F)cc1	4	.
Cc1cccn2c(=O)c3cc(C#N)c(=NC(=O)c4ccncc4)n(CCCOC(C)C)c3nc12	13	626
CC(=O)c1c(C)[nH]c(C(=O)CSc2nnc(C3CCCCC3)n2N)c1C	2	109
CCOc1ccc(C(C)=O)cc1N1C(=O)C2C3C=CC(O3)C2C1=O (configuration not stated)	1	98
O=C(NS(=O)(=O)c1ccc(NC(=O)C2CCCO2)cc1)c1ccccc1 (configuration not stated)	6	93
N#C/C(=C/c1ccc(I)o1)c1ccc(F)cc1	-16	.
C=C(C)Cn1c(SCC(=O)OC)nc2sc3c(c2c1=O)CCC(C(C)(C)C)C3 (configuration not stated)	2	.
COc1ccc(N(CC(=O)N2CCOCC2)S(=O)(=O)c2ccccc2)cc1	4	.
COC1=C(OC)c2ccccc2C(C(=O)O)N/C1=C(/C)Nc1ccncc1 (configuration not stated)	1	.
CC(NC(=O)Nc1ccccn1)N1C(=O)C2C3C=CC(C3)C2C1=O (configuration not stated)	-9	101
CCCCCSc1nnc2c(n1)OC(C)N(C(C)=O)c1ccccc1-2 (configuration not stated)	-6	69
CCCOC(=O)c1ccc(Oc2cn[nH]c2-c2ccc(OC)cc2O)cc1	4	76
O=C(COC(=O)C1(c2ccccc2F)CCCC1)NC1CCS(=O)(=O)C1 (configuration not stated)	-2	102
CC(Oc1ccc(Cl)cc1Cl)C(=O)NCCCN1CCOCC1 (configuration not stated)	-2	104
CCC(=O)N1CCc2cc(S(=O)(=O)N3CCN(C(=O)c4ccco4)CC3)ccc21	1	92
CC(C)CCNC(=O)C(c1ccco1)N(C(=O)Cn1nnc2ccccc21)c1ccc2c(c1)OCO2 (configuration not stated)	22	83
O=C(Nc1nc(-c2ccc3ccccc3c2)cs1)c1cc([N+](=O)[O-])ccc1Cl	.	105
O=C(Nc1cc(C(F)(F)F)ccc1N1CCCC1)c1cccnc1	4	95
CCn1c(CNC(=O)C23CC4CC(CC(C4)C2)C3)nnc1SCC(=O)Nc1nnc(C)s1	10	104
CCOc1ccc(-c2nnn(CC(=O)Nc3cccc(OC)c3)n2)cc1OCC	-10	107
O=S(=O)(Nc1ccc2c(c1)OCCO2)c1ccc2ccccc2c1	5	.
Cc1nc(C)n(CC(O)COc2ccc3ccccc3c2)n1 (configuration not stated)	7	81
O=C(Nn1cc(C(=O)N2CCN(c3ccccc3F)CC2)c2ccccc2c1=O)c1cnccn1	5	.
CNC(=O)C1CC(=O)N(c2ccc(F)c(Cl)c2)C1 (configuration not stated)	4	89
CCOC(=O)C(Cc1ccccc1)C(=O)Nc1nccs1 (configuration not stated)	5	95
Cn1c(NC(=O)c2ccccc2F)cc(=O)n(C)c1=O	0	103
CCCN(c1ccc(C(C)C)cc1)S(=O)(=O)c1c(C)[nH]c(=O)[nH]c1=O	6	101
NC(=O)CSc1nc(-c2ccccc2)c(-c2ccccc2)o1	-2	.
CC(=O)N1CCc2cc(C(=O)CN3CCCCC3)ccc21	-11	95
COc1cccc(-n2c(O)c(C3=c4cc(Br)ccc4=NC3=O)sc2=S)c1	4	.
CCOc1cc(/C=N/NC(=O)c2cccnc2)ccc1OC(=O)c1ccc([N+](=O)[O-])cc1	9	.
CS(=O)(=O)NC1c2cccc3cccc(c23)C1N1CCOCC1 (configuration not stated)	12	166
O=[N+]([O-])c1ccccc1C=Nc1ccc2c(c1)OCCO2	.	78
S=C(Nc1ccccc1)Nc1ccc(Cc2ccc(NC(=S)Nc3ccccc3)cc2)cc1	-4	.
O=C1c2ccccc2C(=O)N1Cc1nn2c(-c3ccc(Cl)cc3)nnc2s1	6	91
COc1cccc2sc(=NC(=O)c3cc(Cl)sc3Cl)n(C)c12	.	214
NC(=O)CN(c1cccc([N+](=O)[O-])c1)S(=O)(=O)c1ccccc1	-10	.
CC1(C)CC2(CCO1)N1CC3(C)CN2CC(C)(C1)C3O (configuration not stated)	-9	99
Cc1ccc(-n2nc3cc(C)c(NC(=O)c4ccccc4[N+](=O)[O-])cc3n2)cc1	6	.
Cc1cc2c(c(=O)o1)C(C13C=CC(CC1)C3)C(C#N)=C(N)O2 (configuration not stated)	-1	103
CCCc1cc2c(c(NC(C)=O)n1)c(=O)oc1ccccc12	4	82

3 compounds already listed, sorted by the value under HePTP inhibitor, highest first.
molecule	HePTP inhibitor	BAP1 inh
CCOc1cc(/C=N/NC(=O)c2cccnc2)ccc1OC(=O)c1ccc([N+](=O)[O-])cc1	9	.
O=C(O)c1ccc(NC(=O)C2CC=CCC2C(=O)O)cc1 (configuration not stated)	6	92
CC(=O)Nc1ccccc1NC(=O)c1ccc(F)cc1	4	.

The main list resumes; the 2 compounds before the break are reprinted first.
molecule	HePTP inhibitor	BAP1 inh
Cc1cc2c(c(=O)o1)C(C13C=CC(CC1)C3)C(C#N)=C(N)O2 (configuration not stated)	-1	103
CCCc1cc2c(c(NC(C)=O)n1)c(=O)oc1ccccc12	4	82
O=C(c1ccc(Cn2c(=O)[nH]c3ccccc3c2=O)cc1)N1CCN(c2ccccc2)CC1	3	70
O=C(Nc1ccc2c(c1)OCO2)C1(S(=O)(=O)c2ccc(Cl)cc2)CC1	6	114
CCc1c(C)sc(NC(=O)c2cc(C)no2)c1C#N	0	81
O=C(O)c1nn2c(C(F)(F)F)c3c(nc2c1Cl)-c1ccccc1CC3	70*	.
O=C(O)CCCN1C(=O)C(=O)/C(=C(/O)c2ccccc2)C1c1ccccc1Cl (configuration not stated)	-4	.
Cc1cc(C)cc(CC2CC(=O)N(c3ccc(I)cc3)C2=O)c1 (configuration not stated)	5	.
N#Cc1conc1-c1ccc2c(c1)OCO2	3	.
C[N+](C)(C)C/C=C1/COCO1	3	102
c1ccc(C2NCCn3cccc32)cc1 (configuration not stated)	3&5	94
CCCc1nnc(NC(=O)c2ccncc2)s1	7	96

Marked active in HePTP inhibitor (from the list above):
molecule	HePTP inhibitor	BAP1 inh
O=C(O)c1nn2c(C(F)(F)F)c3c(nc2c1Cl)-c1ccccc1CC3	70*	.

New compounds follow:
molecule	HePTP inhibitor	BAP1 inh
COc1cc(C(C2C(=O)CC(C)(C)CC2=O)C2C(=O)CC(C)(C)CC2=O)ccc1O	-2	.
CSc1nc2cc(F)c(F)cc2n1C	13	113
CCOC(=O)c1oc2nc(C(C)C)c3c(c2c1N)CC(C)(C)OC3	-14	329
N#Cc1c(N)oc(-c2ccc3c(c2)OCO3)c1-c1ccc2c(c1)OCO2	0	.
O=C1C2C3C=CC(O3)C2C(=O)N1c1ccc(Br)cc1[N+](=O)[O-] (configuration not stated)	.	78
CC(C)(C)NC(=O)CSc1nc2ccc(Cl)cc2o1	.	138
COc1ccccc1NC(=O)NC(N)=O	2	96
Cc1c(/C=C/c2nc3ccccc3c(=O)n2-c2ccccc2)c2ccccc2n1C	-13	.
CCNC(=O)C1CCCN1S(=O)(=O)c1ccc(OC)cc1 (configuration not stated)	1	110
O=c1[nH]c(CN2CCN(CCO)CC2)nc2ccccc12	.	112
CCOC(=O)c1c(C)[nH]c(/C=C(/C#N)C(N)=NCc2ccccc2)c1O	-16	.
COCCNS(=O)(=O)c1cc(-c2nn(C)c(=O)c3ccccc23)ccc1C	1	.
CCOC(=O)C1CCN(c2nnc(N3CCCC3=O)s2)CC1	5	99
COc1ccc(S(=O)(=O)N2CCN(Cc3cccc(Oc4ccccc4)c3)CC2)cc1	4	.
CC(=O)Cc1nsc(NC(=O)c2cc(-c3cccc(C(F)(F)F)c3)oc2C)n1	11	.
COc1cc(OC)cc(C(=O)NCCNC(=O)c2ccccc2)c1	3	94
O=S1(=O)NC2CCCCCN2c2ccc(F)cc21 (configuration not stated)	-10	.
Cn1c(=O)c2c(nc(OC/C=C/c3ccccc3)n2C)n(C)c1=O	14	117
CC(C)(C)CC(=O)N1CCC(c2nc3c(nnn3Cc3c(F)cccc3Cl)c(=O)[nH]2)CC1	-2	87
Cc1ccc2cc3c(NC(=O)C(C)C)nn(C)c3nc2c1	8	116
O=C1/C(=C\c2ccc3c(c2)OCO3)SC(=S)N1c1cccc(C(F)(F)F)c1	3	.
COc1ccc(C2OC(=O)CC2C(=O)N2CCN(c3cc(Cl)ccc3C)CC2)cc1OC (configuration not stated)	6	87
COc1ccccc1Cn1c(=S)[nH]c2cc(C(=O)NCCN3CCOCC3)ccc2c1=O	0	102
Cc1cccc(C(=O)N2CCN(c3ccccn3)CC2)c1	-23	.
CC(NS(=O)(=O)c1ccc(F)cc1)C(c1cccs1)N1CCN(C)CC1 (configuration not stated)	4	121
CC1CCCN(c2ccc(C(=O)NCC3CCCO3)cn2)C1 (configuration not stated)	-9	103
CCN1C(=Nc2ccc(Cl)cc2)SC/C1=C\C(=O)OC	8	90
O=C(Cn1ccc2ccccc2c1=O)NCCC(=O)Nc1cccnc1	10	82
O=C(CSc1ccc2nnc(-c3ccc(F)cc3)n2n1)NCc1ccco1	.	90
Cc1ccc(C(=O)/C=C/c2ccc(-c3ccccc3[N+](=O)[O-])o2)cc1	-2	.
CCc1nc(N)c(C#N)c(-c2ccc(O)c(OC)c2)c1C	-4	83
C=CCn1c(SC(C)C(=O)NC2(C#N)CCCCC2)nnc1-c1ccc(OC)cc1 (configuration not stated)	19	101
Cc1nc2c(c(=O)n1CCC1=CCCCC1)c1nc3ccccc3nc1n2/N=C/c1ccco1	8	89
O=C(/C=C\c1ccccc1)Nc1ccc(Br)cn1	-7	.
CCOC(=O)CSc1nnc2c3ccccc3n(CC)c2n1	-4	157
COc1ccc(CCNC2CC(C)N(C)CC2C)cc1OC (configuration not stated)	5	171
c1ccc2sc(CCSCCc3nc4ccccc4s3)nc2c1	0	.
CC(=O)NCCc1ccc(O)c(O)c1	.	96

Part of the list above, with values ahead of the structure.
HePTP inhibitor | BAP1 inh | Compound
11 | . | CC(=O)Cc1nsc(NC(=O)c2cc(-c3cccc(C(F)(F)F)c3)oc2C)n1
3 | 94 | COc1cc(OC)cc(C(=O)NCCNC(=O)c2ccccc2)c1
-10 | . | O=S1(=O)NC2CCCCCN2c2ccc(F)cc21 (configuration not stated)
